IDE cell inh: human IDE inhibitors in live cells, primary screen, fluorescence polarization, HEK cells, FAbetaB substrate | Insulin-degrading enzyme (Homo sapiens), P14735 | FAbetaB cleavage | inhibition, % at 5.59 µM | hit rate 0.41% among 320,000 | AID 434962, 2010;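 active = percent inhibition above the average of all tested compounds plus 3 SD, set per screening campaign, cut at about 16% in these data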;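 also: IDE supplied by intact live HEK cells; FP after avidin binding of uncleaved biotin substrate so inhibition keeps polarization high; 0% = DMSO wells and 100% = 60 µM reference IDE inhibitor Ii1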
VIM-2 inhibitor: VIM-2 metallo-beta-lactamase inhibitors, primary screen, biochemical, epi-absorbance readout, Pseudomonas aeruginosa enzyme; inhibition, % at 5.6 µM; hit rate 0.89% among 290,000; AID 1527, 2009; purified VIM-2, nitrocefin hydrolysis, epi-absorbance fluorescence;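 active = inhibition above the mean of all tested compounds plus 3 SD, cutoff set per screening run, cut at about 7.5% in these data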;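 also: red hydrolysis product quenches plate fluorescence so inhibitors raise well fluorescence; 0% = enzyme with DMSO and 100% = DMSO without enzyme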
CRFR2-BP antag: antagonists of CRF-BP/CRF-R2 complex, primary screen, cell-based, HEK293, calcium dye fluorescence, uHTS; inhibition, % at 11.8 µM; hit rate 0.59% among 350,000; CRF-induced calcium fluorescence;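 active = inhibition of the ligand-induced calcium signal above about 50% at the single tested concentration, limit read from the data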
pCIP destab: p/CIP-EGFP fusion destabilizers, primary screen, fluorescence, F442A cells; Q05BA5; 16 h; decrease of EGFP signal, % at 10 µM; hit rate 0.01% among 290,000;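 active = EGFP signal decrease of at least 30% at 10 µM or well 3 SD below plate mean, unless failing retest; inactive = the rest, including hits failing retest or dose response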; also: some compounds called inactive have numbers as strong as hits; many of its hits are not listed in these tables
GalR3 antagonist: GalR3 antagonists in HEK293 cells, primary screen, cell-based, fluorescence readout; hit rate 0.44% among 360,000; AID 651719, 2012; inhibition, % at 3 µM; HEK293 GalR3-CNG cAMP membrane potential fluorescence; galR3 body fused to GalR1 C-terminus;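 active = inhibition above the screen-wide average plus 3 SD, cut at about 13% in these data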;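 also: forskolin and galanin both at EC90 stimulate the cells; cAMP rise reported by CNG channel membrane potential dye signal; 0% = forskolin plus galanin with DMSO and 100% = forskolin alone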
Target sequence (O60755 1-299 limits assumed): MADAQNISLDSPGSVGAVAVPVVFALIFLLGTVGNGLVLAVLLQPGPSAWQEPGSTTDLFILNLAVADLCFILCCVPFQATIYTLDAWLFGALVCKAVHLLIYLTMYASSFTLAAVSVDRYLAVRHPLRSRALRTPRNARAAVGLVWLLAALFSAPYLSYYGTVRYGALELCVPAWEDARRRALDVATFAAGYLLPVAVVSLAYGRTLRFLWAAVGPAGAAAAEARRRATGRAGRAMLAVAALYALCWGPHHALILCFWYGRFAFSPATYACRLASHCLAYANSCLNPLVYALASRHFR
UBC9 SUMO inh: inhibitors of in vitro SUMOylation cascade, primary screen, biochemical, HTRF, uHTS | SUMO-conjugating enzyme UBC9 (Homo sapiens), P63279 | HTRF SUMOylation assay, SAE1/SAE2 + UBC9 | inhibition, % at 35 µM | hit rate 0.36% among 290,000; in the data active = inhibition above about 50%, passing the limit was not always enough; also: strong numbers were not always called active
Target sequence (P63279 whole entry, looked up): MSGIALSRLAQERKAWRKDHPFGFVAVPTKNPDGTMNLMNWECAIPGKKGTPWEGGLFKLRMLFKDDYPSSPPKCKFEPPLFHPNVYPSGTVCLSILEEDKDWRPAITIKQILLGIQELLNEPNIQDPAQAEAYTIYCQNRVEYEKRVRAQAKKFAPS
NS3 helicase inh: inhibitors of HCV NS3 helicase, primary screen, biochemical, Cy5 molecular beacon fluorescence; Hepatitis C virus NS3 helicase; inhibition, % at 10.9 µM; hit rate 0.56% among 290,000; NS3 helicase DNA unwinding; AID 1800, 2009;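 active = inhibition above the mean of all tested compounds plus 3 SD, set per campaign, cut at about 35% in these data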;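 also: 0% = DMSO wells and 100% = thioflavine S control wells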
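Assay system – hepatitis C virus NS3 helicase domain fragment enzyme · Buffer or medium – MOPS pH 6.5, MgCl2, DTT, Tween20, BSA · Reagent – Cy5/quencher beacon DNA duplex and ATP to start · Compound – single 10.9 µM dose · Timing – 1 h at 25 °C · Technique – Cy5 beacon fluorescence read at start and 1 h · Measure – % inhibition of unwinding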
IDE act: human IDE activators in live cells, primary screen, fluorescence polarization, HEK cells, FAbeta-B substrate; FAbeta-B cleavage; 0% vehicle, 100% cell-free pure enzyme wells; activation, % at 5.96 µM; hit rate 0.073% among 340,000;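 active = activation above the mean of all tested compounds plus 3 SD, set per screening campaign, cut at about 17% in these data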
IMP-1 inh: IMP-1 metallo-beta-lactamase inhibitors, primary screen, biochemical, epi-absorbance readout, Pseudomonas aeruginosa enzyme; metallo-beta-lactamase IMP-1 (Pseudomonas aeruginosa); hit rate 0.45% among 290,000; inhibition, % at 5.6 µM; purified IMP-1, nitrocefin hydrolysis, epi-absorbance fluorescence; AID 1556, 2009;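 active = inhibition above the mean plus 3 SD of all compounds in the same screening run, cut at about 4.5% in these data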;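 also: 0% = IMP-1 with DMSO and 100% = DMSO wells lacking enzyme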
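assay system = purified recombinant IMP-1 metallo-beta-lactamase enzyme | schedule = 15 min preincubation plus 25 min reaction at 25 °C | signal = Epi-absorbance fluorescence, 480 nm excitation, 530 nm emission | read-out basis = percent inhibition from optical density relative to buffer-blank wells | controls = IMP-1 with DMSO as 0%, enzyme-free DMSO as 100%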
The depositor's hits bear a star; nt = not tested or not shown.

SMILES	IDE cell inh	VIM-2 inhibitor	CRFR2-BP antag	pCIP destab	GalR3 antagonist	UBC9 SUMO inh	NS3 helicase inh	IDE act	IMP-1 inh
COc1cc(C(=O)NCC2CCCO2)ccc1OCc1c(C)noc1C (stereo unspecified)	-4	-1.5	-11	-6	-5	24	12	0	-3.4
NC(=O)c1ccc(Cn2c(C(=O)c3ccc(Cl)cc3)c3ccccc3[n+]2[O-])cc1	2	nt	4	nt	-3	nt	nt	3	nt
CCOC(=O)N1CCN(C(=O)CSCc2ccccc2)CC1	3	1.0	1	-6	-2	7	8	-3	-2.3
CCOc1ccccc1CN1CCN(Cc2ccc3cc(F)ccc3n2)CC1CCO (stereo unspecified)	nt	-2.4	11	-3	-6	10	-13	6	-3.5
O=C(CSCCOc1ccccc1)NCc1ccncc1	4	-2.4	1	-10	4	14	10	-5	-0.4
CCOC(=O)c1cnn(CCOC(=O)c2ccccc2)c1NC(=O)c1ccccc1	-2	-2.3	1	-5	-8	1	-20	7	-2.5
Cc1ccc(-n2ncc3c2CCCC3NC(=O)CCn2ccnc2C)cc1C (stereo unspecified)	8	-0.4	-7	-13	-2	1	-58	-6	-1.8
CCn1cc(C(=O)NCCCO)c(=O)c2cc(F)c(N3CCN(C)CC3)cc21	4	4.2	2	-6	-7	7	4	-4	-3.8
CC1CCN(C(=O)c2ncn(C)c2C(=O)N2CCC(C)CC2)CC1	1	nt	8	nt	6	nt	nt	-2	nt
Cc1cc(NC(=O)CSc2nc3cc(C)c(C)cc3cc2C)no1	-1	-3.5	-2	9	-7	-1	-10	0	-1.4
CC(C)Cc1ccc(C(C)C(=O)OCC(=O)c2c[nH]c3ccccc23)cc1 (stereo unspecified)	-1	0.8	-63	11	-7	-12	-16	3	-1.5
Cn1c(=O)c2c([nH]c(=O)n2C)n(C)c1=O	1	-3.8	-7	2	-5	6	3	5	-3.0
CCOC(=O)c1sc(-c2ccccc2)cc1NC(=O)Nc1ccc([N+](=O)[O-])cc1	6	0.6	4	-5	-6	8	4	4	-3.2
Cc1cc(S(=O)(=O)N2CCN(c3c(C)cccc3C)CC2)ccc1F	-2	-0.5	3	1	-4	-3	0	2	-0.1
NC(=O)c1nsc(C(=O)N(c2ccccc2F)C(C(=O)NCc2ccccc2)c2ccc(O)cc2)c1N (stereo unspecified)	-1	-2.6	0	-8	-4	-15	-30	5	-1.9
O=C(Nc1cc(Sc2ccccn2)cc([N+](=O)[O-])c1)c1ccc(Cl)cc1	-2	-2.6	-9	-20	2	-3	0	2	-2.2
Cc1ccc(NC(=O)c2ccccc2-c2ccccc2C(=O)O)cc1C	0	-2.0	9	10	-6	7	8	5	-1.2
COc1cc(C(=O)Nc2sc3c(c2C(=O)O)CCC3)cc(OC)c1OC	0	-1.4	4	0	-8	16	11	-1	-0.3
CC1Nc2ncnc(N3CCN(c4ccccc4)CC3)c2N(Cc2ccccc2)C1=O (stereo unspecified)	-8	nt	-5	nt	-6	nt	nt	1	nt
CC1(N2CCOCC2)CC2(O)C(=[N+]1[O-])CCc1nonc12 (stereo unspecified)	3	-1.4	nt	-14	nt	21	2	nt	-0.3
COc1ccc(-n2nc3c(c2NC(=O)COc2cccc(OC)c2)CS(=O)(=O)C3)cc1	-1	-3.0	12	19	-3	2	9	3	0.7
CCOC(=O)N1CCN(CC(=O)N2CCC(C(N)=O)CC2)CC1	-1	-4.5	2	-7	0	0	-4	8	-3.2
Cc1ccc(-n2nnnc2SCC(=O)NNC(=O)c2ccco2)c(C)c1	2	-5.2	2	-14	-1	12	-7	-2	-2.0
CCOc1cc(NC(=O)C2CCCCC2)c(OCC)cc1NC(=O)c1ccccn1	-2	-1.9	-4	0	-1	20	-5	-1	-2.2
Fc1ccc(C2N(c3ccccc3)C(=S)N3CCCN23)cc1 (stereo unspecified)	3	-5.2	-3	-7	-5	-18	-6	-6	-4.6
Cc1ccc(C)c(-n2nnnc2Sc2nnnn2-c2ccccc2)c1	3	-3.1	-32	nt	-3	nt	-7	-2	-2.6
COC(=O)CSc1nnc(-c2ccccc2OC)o1	2	0.4	12	-7	-8	43	-3	5	-5.4
COc1cccc(CC(=O)OCC(=O)N(C)CC(=O)Nc2ccccc2Cl)c1	-2	nt	6	nt	-7	nt	nt	4	nt
CN(C(=O)CCNC(=O)Cn1cnc2ccccc2c1=O)c1ccc(Br)cc1	2	-2.5	-4	0	-7	4	-1	1	-4.2
COc1ccc(C(NC(=O)C(C)C)c2c(O)ccc3ccccc23)cc1OC (stereo unspecified)	-2	-5.9	-44	1	-8	8	4	2	-2.2

3 entries drawn at random from the list so far:
SMILES	IDE cell inh	VIM-2 inhibitor	CRFR2-BP antag	pCIP destab	GalR3 antagonist	UBC9 SUMO inh	NS3 helicase inh	IDE act	IMP-1 inh
CC1(N2CCOCC2)CC2(O)C(=[N+]1[O-])CCc1nonc12 (stereo unspecified)	3	-1.4	nt	-14	nt	21	2	nt	-0.3
CCOC(=O)N1CCN(CC(=O)N2CCC(C(N)=O)CC2)CC1	-1	-4.5	2	-7	0	0	-4	8	-3.2
COc1ccc(C(NC(=O)C(C)C)c2c(O)ccc3ccccc23)cc1OC (stereo unspecified)	-2	-5.9	-44	1	-8	8	4	2	-2.2

Additional compounds:
SMILES	IDE cell inh	VIM-2 inhibitor	CRFR2-BP antag	pCIP destab	GalR3 antagonist	UBC9 SUMO inh	NS3 helicase inh	IDE act	IMP-1 inh
Cc1c(NC(=O)CSc2ccccc2Cl)c(=O)n(-c2ccccc2)n1C	7	-1.4	15	5	-5	19	9	-2	-0.8
COC(=O)c1ccc(NC(=O)COC(=O)C2CC(=O)N(Cc3ccccc3)C2)cc1 (stereo unspecified)	-2	2.5	8	18	-5	-17	-6	1	-0.6
Cc1cc(=O)oc(C)c1C(=O)NCc1c(F)cc(F)cc1F	-3	-1.5	28	-7	-4	5	19	1	0.9
O=C(N/C(=C\c1cccnc1)C(=O)N1CCOCC1)c1cccc(Br)c1	-4	-1.2	23	-4	-3	11	0	-1	-0.1
Cc1nn(C/C(C#N)=N\O)c(C)[n+]1N	-1	-1.3	-2	-7	-1	2	4	9	-1.8
Cn1c(CN2CCN(CCO)CC2)c(C#N)c2ccccc21	2	-1.9	-5	-13	-4	3	-7	-2	-1.2
CCCc1nc2oc3c(NCCCN(C)C)ncnc3c2c2c1CCCC2	-3	12*	-1	-6	0	2	-50	nt	-3.5
CCCCOc1ccc(CSC2=NCCN2)cc1[N+](=O)[O-]	1	0.8	-30	-16	-5	-9	-32	5	-2.6
Cc1ccc(C)c(S(=O)(=O)N(C(=O)c2ccncc2)c2ccc(OC(=O)c3ccncc3)cc2)c1	11	-2.7	-11	-1	2	4	-13	5	-0.7
Cn1c(=O)oc2cc(S(=O)(=O)NCC3CCCO3)ccc21 (stereo unspecified)	11	-0.5	11	nt	-3	nt	-1	-4	-0.5
CC(CNC(=O)CC(C)(C)C)NC(=O)CC(C)(C)C (stereo unspecified)	0	-2.0	-11	-14	-3	10	-2	8	-1.0
CCOc1ccc(-c2nnn(CC(=O)c3ccc4c(c3)OCCO4)n2)cc1OCC	2	-0.8	4	-2	-5	-10	-13	2	-5.0
COc1ccc([N+](=O)[O-])cc1C(=O)NCCOc1ccc(Cl)cc1	0	-0.1	30	-6	-9	24	2	-1	-0.4
O=C(CSc1nnc(Cc2ccccc2)n1Cc1ccco1)NC12CC3CC(CC(C3)C1)C2	-3	-1.6	-5	-1	-9	12	-8	4	-3.1
CCOc1ccccc1C1C(C(=O)OC)=CN(C)C=C1C(=O)OC	5	0.6	22	-9	-5	37	-1	3	-0.5
Cc1ccc(CSC2=NCCN2C(=O)c2ccco2)cc1	2	4.3	6	-3	2	-10	-6	4	-3.4
CC(C)C[C@H](NC(=O)C1CC(=O)N(c2ccc3c(c2)OCO3)C1)C(=O)NC1CCCCC1 (stereo partly specified)	5	-2.6	-12	-8	-5	11	4	-3	-3.1
O=C(COC(=O)c1cccc(S(=O)(=O)N2CCOCC2)c1)Nc1nc(-c2ccccc2Cl)cs1	6	-1.1	8	3	2	-17	-21	-1	-2.8
Cc1ccc(NS(=O)(=O)c2cccc(C(=O)NCc3ccccn3)c2)cc1	5	nt	-3	nt	-5	nt	nt	2	nt
Cc1ccc(C)n1-c1ccccc1N	5	-0.8	nt	-14	nt	11	2	nt	-2.2
CN(CC(=O)Nc1cccc(F)c1)C(=O)/C=C/c1cn(Cc2ccccc2)nc1-c1cccnc1	-5	nt	4	nt	-1	nt	nt	3	nt
C=CCc1ccc(OCCOCCN(C)C)c(OC)c1	6	0.2	-10	12	-5	-9	-5	2	-3.8
Cc1cc2ccccc2n2c(SCC(=O)NCc3cccs3)nnc12	-2	5.0	-4	-4	-1	13	-3	4	-3.2
COc1ccc(NC(=O)Cn2cnc3c(cnn3C(C)(C)C)c2=O)cc1OC	-3	-4.0	9	-13	-4	21	-5	1	-2.3
COc1ccc(C2=NN(C(=O)c3cccs3)C(O)(C(F)(F)F)C2)cc1 (stereo unspecified)	-7	1.6	-19	-3	88*	-1	-5	-1	-2.0
CC(=O)Nc1ccc(S(=O)(=O)Oc2ccc(C(=S)N3CCC(O)CC3)cc2)cc1	-1	1.2	28	5	-2	10	-3	-5	1.9
COC(=O)/C(=C1/Oc2cc3c(cc2S1)OCO3)C(F)(F)F	0	-2.9	8	1	-8	7	-29	-1	-3.9
COCCNC(=O)c1c(CSc2ccc(F)cc2)noc1C(=O)NCc1ccccc1	1	-2.0	9	2	-6	-28	-7	-2	-1.7
CCc1nnc(NC(=O)CSc2nnc(-c3ccccc3OC)n2-c2ccc(C)cc2)s1	3	-5.1	-16	2	-4	1	-7	5	-5.1
O=C(CSc1nccc(=O)[nH]1)N1CCCc2ccccc21	1	-1.6	4	-13	0	14	4	-6	-4.7
CCCCC(=O)Nc1cccc(NC(=O)c2cccc(Br)c2)c1	12	-2.0	-16	5	-7	-12	6	-1	-1.3
CC1CCCCC1NC(=O)CCCCn1c(=O)[nH]c2ccsc2c1=O (stereo unspecified)	-6	-2.8	4	0	-7	4	7	1	-1.4
CC1CCCC(C)N1CCNC(=O)CCc1nnc2n(Cc3ccccc3)c(=O)c3ccccc3n12 (stereo unspecified)	6	3.4	-15	8	0	6	-39	-4	-3.5
O=C(COC(=O)Cc1ccc(Br)cc1)NC12CC3CC(CC(C3)C1)C2	1	-0.6	-13	-3	-7	5	4	-1	-1.8
